Screening results (PubChem)
KCNQ2 inh: KCNQ2 channel blockers in CHO-K1 cells – cell-based, FluxOR thallium flux, B-score, primary screen (AID 2156). O88943. 20 min; hits give low values. B-score at 10 µM. actives 1.1% (n = 310,000);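 active = fluorescence ratio B-score at most minus 3 library SDs, with starting brightness B-score within 2 library SDs, cut at about -5.5 in these data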
Kir21 inh: blocks the mouse Kir2.1 inward-rectifier potassium channel. P35561. HEK293-Kir2.1, FluxOR thallium flux fluorescence; hits give low values. B-score at 10 µM. actives 0.85% (n = 310,000);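 active = fluorescence ratio B-score at or below minus 3 SD of library scores, with starting-brightness B-score within 2 SD, cut at about -4.2 in these data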;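 note: channel flux triggered by added potassium and thallium sulfate stimulus; B-score of peak minus minimum fluorescence over baseline after thallium stimulus; more negative B-score means stronger Kir2.1 block with less thallium influx; some compounds called inactive have numbers as strong as hits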
Target sequence (P35561 whole entry, looked up): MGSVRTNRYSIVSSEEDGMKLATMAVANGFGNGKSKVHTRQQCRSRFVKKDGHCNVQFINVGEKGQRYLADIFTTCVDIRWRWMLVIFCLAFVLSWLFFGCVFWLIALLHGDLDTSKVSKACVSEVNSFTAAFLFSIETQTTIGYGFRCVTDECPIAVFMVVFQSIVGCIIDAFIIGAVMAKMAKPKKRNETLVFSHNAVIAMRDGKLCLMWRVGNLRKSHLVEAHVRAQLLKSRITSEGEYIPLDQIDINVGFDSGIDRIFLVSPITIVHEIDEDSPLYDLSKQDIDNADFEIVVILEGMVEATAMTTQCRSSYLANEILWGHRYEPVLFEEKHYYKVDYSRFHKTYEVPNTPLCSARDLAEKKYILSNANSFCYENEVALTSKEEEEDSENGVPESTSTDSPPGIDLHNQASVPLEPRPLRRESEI
STK33 inh: blocks human STK33 kinase activity; inhibition, % at 10 µM; actives 0.073% (n = 320,000); AID 2661; purified STK33, MBP phosphorylation, ADP-Glo luminescence; Q9BYT3;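 active = inhibition at or above 25%, using the most active replicate where run in duplicate; inactive = inhibition below 25%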
Target sequence (Q9BYT3 whole entry, looked up): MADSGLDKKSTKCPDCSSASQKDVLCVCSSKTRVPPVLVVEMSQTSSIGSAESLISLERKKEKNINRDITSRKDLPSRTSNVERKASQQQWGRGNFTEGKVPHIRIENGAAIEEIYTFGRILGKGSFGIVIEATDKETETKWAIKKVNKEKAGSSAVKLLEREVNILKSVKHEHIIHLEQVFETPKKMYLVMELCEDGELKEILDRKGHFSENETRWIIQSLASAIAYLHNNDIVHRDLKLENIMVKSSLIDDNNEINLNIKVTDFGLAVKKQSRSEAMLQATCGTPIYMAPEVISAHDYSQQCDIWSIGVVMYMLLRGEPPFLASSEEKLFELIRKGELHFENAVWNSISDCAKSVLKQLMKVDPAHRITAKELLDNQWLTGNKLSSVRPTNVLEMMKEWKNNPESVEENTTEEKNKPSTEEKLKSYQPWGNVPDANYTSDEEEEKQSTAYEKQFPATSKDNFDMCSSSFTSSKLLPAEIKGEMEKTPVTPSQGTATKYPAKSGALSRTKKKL
* marks the source's active call; other numbers are inactive results; i = inactive; . = no result given.

KCNQ2 inh | SMILES | Kir21 inh | STK33 inh
i | COc1ccc(-c2noc(CCCC(=O)NC3CCCCC3)n2)cc1OC | 0.54 | 0.1
i | Cc1nc(Cl)c2c(n1)N(CC(N)=O)C(=O)CO2 | 0.1 | -0.4
i | COC(=O)Cn1ncc2c3ccccc3n(C)c2c1=O | 0.57 | 1.1
i | Nc1nc(SCC(=O)Nc2ccc(Cl)cc2C(F)(F)F)n[nH]1 | -1.1 | -0.4
i | CC(=O)c1ccc(NC(=S)N2CCN(CCN3C(=O)c4cccc5cccc(c45)C3=O)CC2)cc1 | 1.2 | -1.4
i | O=C1OCCC1Sc1nc2ccccc2c(=O)n1Cc1ccc(F)cc1 (configuration not stated) | 0.55 | 0.0
i | Cc1cc(C)nc(-n2nc(C)cc2NC(=O)c2cccc(S(=O)(=O)N(C)C)c2)n1 | 0.5 | 1.2
i | COc1ccc(CCn2c(C)cc3c(c2=O)C(c2ccncc2)C(C#N)=C(N)O3)cc1OC (configuration not stated) | -0.79 | .
i | CC(C)n1c(O)c(N=Nc2ccc(Cl)nn2)c2ccccc21 | -0.93 | -0.8
i | Cc1ccc(N2NC3(CCN(C(N)=O)CC3)NC2=O)cc1 | 0.01 | 0.9
i | Cc1ccc(S(=O)(=O)N2CCCCC2CCNC(=O)C(=O)NCc2ccccc2)cc1 (configuration not stated) | 2.1 | .
i | CC(=O)c1sc(NC(=O)c2ccc(C)cc2)nc1C | 0.56 | -0.1
i | Clc1ccc(Cn2nnc3ccccc32)cc1 | -1.9 | 1.1
i | COc1ccc(C(=O)c2cnc3ccccc3c2-c2ccccc2)cc1 | 0.17 | -0.5
i | Cc1ccc(C(=O)Nc2ccc(Cc3ccncc3)cc2)cc1[N+](=O)[O-] | -1.8 | 1.2
i | CCOC(=O)CN1C(=O)S/C(=C/c2ccc(N3CCCCC3)o2)C1=O | 0.4 | 0.2
i | CCOC(=O)N1CCC(NC(=O)c2cc(S(=O)(=O)N3CCc4ccccc43)cn2C)CC1 | 2.1 | -0.1
i | Cc1ccc(C(=O)NCc2nnc3c(C(F)(F)F)cc(Cl)cn23)o1 | 0.9 | -1.1
i | COc1ccccc1CC(=O)NNS(=O)(=O)c1ccccc1[N+](=O)[O-] | -1.3 | 0.4
i | Cn1c(SCC(=O)c2c(N)n(C)c(=O)n(C)c2=O)nnc1-c1ccccc1 | -2.2 | -0.7
i | CCc1nc(-c2ccccc2)cc(=O)[nH]1 | -0.27 | -0.4
i | O=C1c2ccccc2S(=O)(=O)N1Cc1nc2ccccc2s1 | -0.5 | 0.1
i | CCCN(C(=O)c1cc(-c2ccco2)nc2ccccc12)c1c(N)n(Cc2ccccc2)c(=O)[nH]c1=O | -0.54 | -0.3
i | O=C(N/N=C/c1ccccc1O)c1ccc2c(c1)OCO2 | -2.1 | -0.7
i | Cc1cc(C)c2nc(N3CCC(C(=O)N4CCN(C(=O)c5ccco5)CC4)CC3)sc2c1 | 2.1 | 0.3
i | CCCC(=O)OCC(=O)Nc1cc([N+](=O)[O-])ccc1OC | 1.8 | -1.6
i | CCOc1ccc(Br)cc1S(=O)(=O)Nc1ccc(NC(=O)c2ccccc2F)cc1 | -0.39 | -0.6
i | CCCOc1ccc(-c2c(C(=O)N/N=C/c3cccnc3)nnn2-c2nonc2N)cc1 | 1.2 | -1.1
i | Cc1cc(C)c(S(=O)(=O)Nc2ccc(C(=O)O)cc2)cc1S(=O)(=O)Nc1ccc(C(=O)O)cc1 | 0.03 | -1.4
i | COc1ccccc1-c1cc(C(=O)N2CCN(c3ccc(F)cc3)CC2)no1 | -0.1 | -0.3

Entries from the list above containing a furan ring, fused or not (4):
KCNQ2 inh | SMILES | Kir21 inh | STK33 inh
i | CCOC(=O)CN1C(=O)S/C(=C/c2ccc(N3CCCCC3)o2)C1=O | 0.4 | 0.2
i | Cc1ccc(C(=O)NCc2nnc3c(C(F)(F)F)cc(Cl)cn23)o1 | 0.9 | -1.1
i | CCCN(C(=O)c1cc(-c2ccco2)nc2ccccc12)c1c(N)n(Cc2ccccc2)c(=O)[nH]c1=O | -0.54 | -0.3
i | Cc1cc(C)c2nc(N3CCC(C(=O)N4CCN(C(=O)c5ccco5)CC4)CC3)sc2c1 | 2.1 | 0.3

(more compounds)
KCNQ2 inh | SMILES | Kir21 inh | STK33 inh
i | COc1ccc(C(C(=O)NC2CCCCC2)N(C(=O)c2snc(C(N)=O)c2N)c2ccccc2OC)cc1 (configuration not stated) | 0.06 | 1.2
i | O=C(c1ccco1)N1CCN(S(=O)(=O)c2ccc3[nH]c(=O)oc3c2)CC1 | 0.58 | 1.9
i | c1ccc(SCc2cn(C[C@H]3CC[C@@H]([C@@H]4CC[C@H](Cn5cc(CSc6ccccc6)nn5)O4)O3)nn2)cc1 | -3.9 | -0.8
i | Cn1c(SCC(=O)Nc2ccccc2)nnc1-c1ccc2nonc2c1 | -0.62 | 4.2
i | Cc1ccc(CC(=O)NCCCn2ccnc2)cc1 | 2.2 | .
i | Cc1cc(=O)n2[nH]c(-c3ccccc3)cc2n1 | 0 | 1.3
i | Cc1cc(NS(=O)(=O)Cc2ccccc2)no1 | 0.54 | -0.8
i | CC1(C)Cc2ccccc2C(NNC(=O)c2ccccc2)=N1 | 0.49 | 0.6
i | O=C(CSc1ncccc1C(=O)O)NCc1ccc(F)cc1 | 0.47 | -1.1
i | Cc1sc2nc(SCC(N)=O)n(C)c(=O)c2c1C | 0.21 | -0.6
i | CC(CCc1ccc(O)cc1)NCc1ccc(Br)cc1 (configuration not stated) | -0.98 | 0.2
i | CCCCN(C)CCN1C(=O)C2C(C(=O)Nc3cccc(OC)c3)C3C=CC2(O3)C1C(=O)NC1CCCCC1C (configuration not stated) | 0.31 | -0.9
i | Cc1ccc(SCCNC(=S)Nc2ccccc2)cc1 | 0.21 | -1.7
i | CCOCC(=O)Nc1ccc(S(=O)(=O)N2CCOCC2)cc1 | 1.7 | -2.4
i | CCSC1(SCC)N=C(N)C2(C#N)C(c3ccccc3)NC(C)=CC12C#N (configuration not stated) | 0.05 | -1.0
i | COc1ccc(C(=O)Nc2cccc(C(=O)NCc3ccccc3)c2)cc1 | -0.13 | 1.0
i | COC(=O)Cn1cc(C(=O)C(C)(C)C)c2ccccc21 | -0.37 | -2.2
i | O=C(O)c1ccc(S(=O)(=O)c2ccc3c(c2)C(=O)N(c2ccccc2[N+](=O)[O-])C3=O)cc1 | 0.87 | -2.0
i | CCc1ccc(-c2cc(C)no2)cc1S(=O)(=O)NCc1ccccc1OC | 0.84 | -0.2
i | O=C(CCC1=NS(=O)(=O)c2ccccc2N1)NC1CCCCCCC1 | -1.2 | -0.1
i | CCN1C(=O)c2ccc(C(=O)Nc3ncc(C)s3)cc2C1=O | -0.72 | 0.4
i | CCOC(=O)N1CCN(Cc2nc(-c3cccs3)no2)CC1 | 0.21 | 0.2
i | O=C(CNC(=O)c1ccccn1)N/N=C/c1ccccc1 | 0.81 | -0.1
i | COC(=O)c1sc(NC(=O)CSc2nc3nc(C)cc(C)n3n2)c(C(=O)OC)c1C | 0.07 | -1.4
i | Cc1ccc(NC(=O)c2ccc3nc(N4CCOCC4)sc3c2)c(Cl)c1 | -3.5 | -0.5
i | O=C(O)c1cc(O)ccc1NC(=O)c1cccc2ccccc12 | 0.38 | 0.2
i | Cc1cccc(NC(=S)NNC(=O)c2ccccc2Br)c1 | -0.83 | -0.5
i | CC(C)N(Cc1nccn1C)C(=O)c1cc(COc2ccc(-n3cncn3)cc2)on1 | -0.25 | 0.2
i | CN(C)c1nc(N)c(C(=O)N=C(N)N)nc1Cl | 1 | -1.2
i | CCC(C)(C)NC(=O)C(c1ccc(C)cc1)N(Cc1ccco1)C(=O)Cn1nnc2ccccc21 (configuration not stated) | -1 | -1.0

Fetched by compound from the list above:
KCNQ2 inh | SMILES | Kir21 inh | STK33 inh
i | CCOC(=O)N1CCC(NC(=O)c2cc(S(=O)(=O)N3CCc4ccccc43)cn2C)CC1 | 2.1 | -0.1
i | Cc1ccc(C(=O)NCc2nnc3c(C(F)(F)F)cc(Cl)cn23)o1 | 0.9 | -1.1
i | CCc1ccc(-c2cc(C)no2)cc1S(=O)(=O)NCc1ccccc1OC | 0.84 | -0.2

(listing goes on)
KCNQ2 inh | SMILES | Kir21 inh | STK33 inh
i | CCOC(=O)c1cnc2c(c(C)nn2CC)c1NCCN1CCOCC1 | 0.85 | -0.8
i | C/C(=N\NC(=O)c1ccc(Br)cc1)c1cccnc1 | 1.8 | -0.4
i | C/C(=N\NC(=O)CC1N=C(Cc2ccccc2)NNC1=O)c1ccccc1 (configuration not stated) | 1.2 | -0.8
i | COc1ccc(N2C(=O)CCC(C(=O)N3CCCCCC3)C2c2ccc(OC)c(OC)c2)cc1 (configuration not stated) | 1.9 | -2.5
i | Cc1ccc2c(CSc3nnc4ccccn34)cc(=O)oc2c1C | -1.6 | 0.0
i | CSc1nc2ccccc2n1CC(=O)Nc1cc(C(F)(F)F)ccc1N1CCOCC1 | -1.6 | 0.0
i | CC(C)(C)Nc1c(-c2ccc(O)cc2)nc2ccc(Cl)cn12 | 1.4 | -1.5
-9.3* | CCOC(=O)Cn1c(CCC(=O)O)ccc1-c1ccc(F)cc1 | 0.07 | 0.2
i | Cc1cc(C(=O)c2cnc(/N=C/N(C)C)s2)cc(C)c1O | -0.6 | -14
i | CCN(CC)CCCNC(=O)c1csc(Nc2cccc3ccccc23)n1 | -0.58 | 0.0
i | COc1ccc(Cl)cc1CN1C(=O)NC2(CCCCCC2)C1=O | 1.6 | 5.1
i | CCNC(=S)N(Cc1cc2cc(C)ccc2[nH]c1=O)C1CCCC1 | -0.72 | -0.5
i | CCCc1cc(C(=O)Nc2cccc(C(C)=O)c2)no1 | -0.02 | -0.1
i | CCCn1c2ccccc2c2cnn(CC(=O)NCCCN3C(C)CCCC3C)c(=O)c21 (configuration not stated) | 0.52 | 0.2
i | Cc1cccc(C)c1NC(=O)COC(=O)COc1ccc2c(C)cc(=O)oc2c1 | 0.62 | 0.2
i | Cn1ccnc1C(O)c1ccc(OCc2ccccc2)cc1 (configuration not stated) | -0.14 | -0.2
i | CSCc1nnc(NC(=O)c2ccc(S(=O)(=O)N3CCCCC3C)cc2)o1 (configuration not stated) | -0.93 | -0.8
i | O=C(O)CCS(=O)(=O)c1cc(Br)cc2c1N(C(=O)C1CC1)CC2 | 0.05 | -2.1
i | Cn1c2c(c3ccccc31)CC/C2=N\O | -0.95 | 0.6
i | CCCCn1nnnc1SCC(=O)Nc1cccc(C)n1 | 0.65 | -1.3
i | COc1cccc(CNC(=O)CSc2nnc3c(n2)[nH]c2ccccc23)c1 | 0.02 | -1.3
i | c1ccc2oc(Cc3ccc(Cc4nc5ccccc5o4)cc3)nc2c1 | -2.9 | -2.6
-6.4* | CC(C)(O)c1ccccc1CC[C@@H](SCC1(CC(=O)O)CC1)c1cccc(/C=C/c2ccc3ccc(Cl)cc3n2)c1 | -0.64 | 0.0
i | COc1ccc(/C=C/C(=O)OCC(=O)c2ccc3c(c2)NC(=O)CO3)cc1 | -3.4 | -1.4
i | Cc1cc(C)c(C)c(S(=O)(=O)NCCCn2ccnc2)c1C | -0.33 | 0.2
i | CC(=O)c1ccc(NC(=O)C2(c3ccccc3)CC2(Cl)Cl)cc1 (configuration not stated) | 0.03 | 0.9
i | CC(C)Cn1c(CN2C(=O)c3ccccc3C2=O)nc2ccccc2c1=O | -0.01 | -1.1
i | CN1CCN(/C=N/c2c(C#N)cnn2Cc2ccccc2)CC1 | 1.3 | -0.5
i | S=c1[nH]nc(-c2ccccc2)n1/N=C/C=C/c1ccco1 | 0.44 | 1.4
i | CCN(CC)CCn1c(=S)[nH]c2ccc(Cl)cc2c1=O | 0.02 | 0.1
i | O=C(CSc1nnc(CCc2ccccc2)n1-c1ccc(Cl)cc1)c1ccccc1 | -0.06 | 1.1
i | Cc1onc(-c2c(F)cccc2Cl)c1C(=O)ONC(=O)c1ccco1 | 0.83 | -1.2
i | CCn1cc(C(=O)O)c(=O)c2cnc(N3CCN(C(=S)NC(=O)c4ccc(Br)cc4)CC3)nc21 | 1.4 | -0.9
i | O=[N+]([O-])c1cc(Br)c(O)c(/C=N/Nc2nc3ccccc3s2)c1 | 0.56 | .
i | Cc1cc(CNC(=O)CC2C(=O)NCCN2Cc2ccccc2C(F)(F)F)on1 (configuration not stated) | 1.1 | -0.5
i | Cc1ccc(NNC(=O)c2c(F)cccc2Cl)cc1Cl | 1 | 0.6
i | Cc1noc(C)c1CSCC(=O)Oc1ccc(N(C)S(=O)(=O)c2ccc(Cl)cc2)cc1 | -0.22 | -0.3
i | O=C(Nc1cccc(S(=O)(=O)N2CCCCCC2)c1)c1ccc2c(c1)OCO2 | -1.5 | -0.5
i | CC(=O)c1cccc(NC(=O)c2ccccc2N(Cc2ccccc2)S(C)(=O)=O)c1 | -2.5 | 0.5
i | CCN(CC)CCNC(=O)c1ccc(CS(=O)(=O)c2ccccc2C)o1 | -0.11 | -2.9
i | CCOc1ccccc1NC(=O)c1cccc(NC2=NC3CS(=O)(=O)CC3S2)c1 (configuration not stated) | 2.6 | 0.1
i | CN1CC(=O)Nc2ccc(Br)cc2C1=O | -0.31 | -1.1
i | Cc1cc(C)cc(NC(=S)NCCCO)c1 | 1.6 | -0.7
i | CCOC(=O)c1cccc(NC(=O)c2cccnc2)c1 | -0.69 | 1.1
i | COc1cc(C(=O)Nc2cc(C)nn2-c2ccccc2)cc(OC)c1OC | 0.01 | -1.4
i | COc1ccccc1NC(=O)C(=N\O)/C(C)=N/O | 2 | 1.0

Outcome played no part in choosing rows, and some 1.9% of all compounds hit somewhere here.
